# Tau fluor counter = Counterscreen qHTS for Inhibitors of Tau Fibril Formation, Fluorescence Polarization | tau K18 P301L Alexa594 fluorescence, heparin fibrillization | Potency, µM (titrated, usually from 57.7 µM), for inactives: at the top dose activity change, negative = decrease | actives 0.93% (n = 280,000); also: % is scaled to controls: 0 for no effect and ±100 for the full control effect; nearly all actives have a fitted effect of over 55% in size
#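 Human K18 P301L tau (15 uM unlabeled plus 0.24 uM Alexa 594-labeled, final) in 100 mM sodium acetate pH 7 was mixed with compound and 20 uM heparin and incubated 6 hr at 37 C.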
# GLA spleen mod = qHTS Assay for Inhibitors and Activators of Human alpha-Galactosidase From Spleen Homogenate | Alpha-galactosidase A (Homo sapiens), P06280 | human spleen homogenate, 4MU-alpha-Gal fluorescence, 40 min | Potency, µM (highest dose often 80 µM), inactives show at the highest dose activity change, negative = inhibition, usual class: inhibitors | actives 0.008% (n = 240,000) | AID 2107, 2009;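 also: 0% = enzyme with vehicle and -100% = no enzyme basal signal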
# Target sequence (P06280 32-429 limits assumed): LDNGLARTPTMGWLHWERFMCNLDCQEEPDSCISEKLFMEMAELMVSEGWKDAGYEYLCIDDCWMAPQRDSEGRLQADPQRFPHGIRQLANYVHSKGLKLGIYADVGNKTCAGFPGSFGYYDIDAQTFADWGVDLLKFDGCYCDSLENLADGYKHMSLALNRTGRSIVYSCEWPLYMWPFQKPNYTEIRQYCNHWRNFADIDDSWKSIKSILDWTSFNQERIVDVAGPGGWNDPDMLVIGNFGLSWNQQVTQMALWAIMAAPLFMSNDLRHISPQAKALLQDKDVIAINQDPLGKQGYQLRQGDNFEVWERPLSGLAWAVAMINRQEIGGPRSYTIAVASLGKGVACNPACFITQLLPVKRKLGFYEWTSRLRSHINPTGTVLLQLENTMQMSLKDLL
#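 Human spleen homogenate (1 ug) was the enzyme source, with 4-methylumbelliferyl-alpha-D-galactopyranoside (1 mM final) in pH 5.0 citrate buffer with 0.01% Tween-20. Compounds were titrated; after 40 min at 37C, NaOH/glycine stop, 4-MU fluorescence read; AC50 from Hill fits.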
# HTT ATP protect = qHTS Multiplex Assay to Identify Dual Action Probes in a Cell Model of Huntington: Cytoprotection (ATP); PC12 HTT-Q103 induced, cytoprotection, ATP luminescence, 40 h; Potency, µM (highest dose often 56.4 µM), for the others: cytoprotection (ATP increase), hits mostly activators; actives 0.14% (n = 230,000); AID 1471, 2008;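 also: % of control where 0% means no effect; nearly all actives have a fitted effect of over 45% in size; toxic huntingtin expression switched on by the ecdysone agonist tebufenozide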
#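 Compounds were screened for protection of PC12 cells against cell death after tebufenozide induction (100 nM final) of mutant Huntingtin exon 1 (Q103) fused to GFP.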
# Tau FP inhib = qHTS for Inhibitors of Tau Fibril Formation, Fluorescence Polarization; actives 0.39% (n = 280,000); Potency, µM (doses to about 57.7 µM), for the others: at the top dose activity, negative = inhibition, hits mostly inhibitors; K18 P301L tau heparin fibrillization, Alexa594 FP, 6 h; also: % is scaled to controls: 0 for no effect and ±100 for the full control effect; nearly all actives have a fitted effect of over 55% in size
# Target sequence (P10636 561-689 P618L limits assumed): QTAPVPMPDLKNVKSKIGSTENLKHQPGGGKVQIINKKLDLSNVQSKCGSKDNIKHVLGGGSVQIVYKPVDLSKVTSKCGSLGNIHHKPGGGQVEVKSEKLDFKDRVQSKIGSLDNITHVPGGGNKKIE
#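 Recombinant K18 P301L […], labeled with Alexa 594 at 0.24 uM over 15 uM unlabeled; heparin inducer 20 uM final; 37 C, 6 hr; FP endpoint.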
# GAA inhib = qHTS Assay for Inhibitors of Human alpha-Glucosidase as a Potential Chaperone Treatment of Pompe Disease | Lysosomal alpha-glucosidase (Homo sapiens), P10253 | purified human GAA, 4-MU-alpha-glucoside fluorescence | actives 0.005% (n = 200,000) | AID 1466, 2008 | Potency, µM (highest dose often 76.9 µM), for inactives: at the highest dose activity change, negative = inhibition, hits mostly inhibitors;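 also: plate controls were uninhibited enzyme wells for no effect and no-enzyme background for full effect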
#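 Fluorescence at Ex 365/Em 440 nm from 4-methylumbelliferone reported enzyme activity after 20 min at room temperature. Reactions used 4 nM enzyme and 400 uM substrate at pH 5.0; curves fitted with the Hill equation.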
# Tau ThT inhib = qHTS for Inhibitors of Tau Fibril Formation, Thioflavin T Binding; Microtubule-associated protein tau (Homo sapiens), P10636; actives 2.1% (n = 270,000); recombinant tau K18 P301L (four-repeat tau fragment), heparin-induced fibrillization, ThT fluorescence; Potency, µM (highest dose often 57.4 µM), for the others: at the highest dose activity, negative = inhibition, most hits filed as inhibitors; AID 1460, 2008; also: % is scaled to controls: 0 for no effect and ±100 for the full control effect; nearly all actives have a fitted effect of over 55% in size
#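 Heparin-induced fibrillization of the P301L-mutant K18 repeat-domain fragment of human tau was followed by ThT binding in quantitative high-throughput format.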
# GAA spleen mod = qHTS Assay for Inhibitors and Activators of Human alpha-Glucosidase From Spleen Homogenate | Potency, µM (top dose mostly 79.9 µM), for inactives: at the highest dose activity change, negative = inhibition, hits mostly inhibitors | human spleen homogenate, 4-MU-alpha-glucoside fluorescence | AID 2112, 2009 | actives 0.006% (n = 240,000) | Lysosomal alpha-glucosidase (Homo sapiens), P10253;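 also: 0% = enzyme with vehicle and -100% = no enzyme basal signal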
#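 Compounds were titrated against alpha-glucosidase in spleen homogenate at pH 5.0, with 1 mM 4-methylumbelliferyl substrate for 40 min at 37 C. Reactions were quenched with pH 10 NaOH/glycine and fluorescence measured.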
# GAA glycogen mod = qHTS Assay for Inhibitors and Activators of Human alpha-Glucosidase Cleavage of Glycogen. Lysosomal alpha-glucosidase (Homo sapiens), P10253. recombinant GAA, glycogen substrate, Amplex Red glucose oxidase fluorescence. Potency, µM (doses to about 76.4 µM), without a hit: at the top dose activity change, negative = inhibition, most hits filed as inhibitors. actives 0.38% (n = 300,000);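 also: 0% = full enzyme reaction and -100% = no-enzyme basal signal; the screen sought inhibitors and activators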
#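 qHTS, 1536-well; enzyme 4 nM final; cpd up to 77 uM; substrate bovine liver glycogen 30 ug; 50 mM citrate/phosphate pH 5.0, 0.01% Tween-20; 37 C, 40 min; Amplex Red detection 45 min RT; Hill fit → AC50.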
# * marks the source's active call; other numbers are inactive results; ? = inconclusive; . = not tested or not shown; & = joins results of further samples; [ ] = remark or other dose. Calls follow the shape of the dose curve; as a rule, active = well fitted curve in the direction sought with a large enough effect; inconclusive = small, poorly fitted or top-dose-only effect, or another doubt; inactive = no such curve, though single readings can be large; an effect the other way counts as inactive or inconclusive. Potency is read from the fitted curve at half-maximal effect. Compounds as they come; about 3.3% have a hit in one of these screens.
# Letter code – A = Tau fluor counter; B = GLA spleen mod; C = HTT ATP protect; D = Tau FP inhib; E = GAA inhib; F = Tau ThT inhib; G = GAA spleen mod; H = GAA glycogen mod
smiles: COc1ccc(Cl)cc1NC(=S)NCCSc1ccc(C)cc1
  A: ?; B: -3%; C: -12%[10 µM]; D: ?; E: -5%; F: 7%; G: -3%; H: -23%
smiles: CCSc1nnc(NC(=O)C(C)C)s1
  A: -3%; B: -3%; C: -17%; D: -1%; E: -1%; F: -2%; G: -6%; H: -2%
smiles: Cc1cccc(OC(=O)c2cc(-c3ccc4c(c3)OCCO4)on2)c1
  A: -23%; B: .; C: .; D: 1%; E: .; F: -16%; G: .; H: -8%[76.3 µM]
smiles: N#Cc1c(NC(=O)c2cc(C3CC3)on2)sc2c1CCC2
  A: -15%; B: -1%; C: -12%; D: -3%; E: 0%[15.4 µM]; F: ?; G: -1%; H: 7%
smiles: COc1ccc(Cl)cc1NC(=O)CN(C)S(=O)(=O)c1ccc(Br)s1
  A: ?; B: .; C: .; D: -20%; E: .; F: -4%; G: .; H: -15%[76.3 µM]
smiles: COc1ccc(OCCCON2C(=O)c3ccccc3C2=O)cc1
  A: -10%; B: -2%; C: -4%; D: -2%; E: -9%; F: -11%; G: -1%; H: -5%
smiles: CC(C)(C)c1ccc(NC(=O)COc2ccc(-n3ccnc3)cc2)cc1
  A: ?; B: 3%; C: -13%; D: 1%; E: -9%; F: -35%; G: -10%; H: -3%
smiles: CCCNC(=O)CN1C(=O)NC(CCc2ccccc2)C1=O (stereo unspecified)
  A: 11%; B: 3%; C: -6%[10 µM]; D: 1%; E: 1%; F: 6%; G: 0%; H: 1%
smiles: CN(C)CCNC(=O)C(C(=O)c1ccc(F)cc1)n1ccccc1=O (stereo unspecified)
  A: 7%; B: 0%; C: -13%; D: 4%; E: 6%; F: 2%; G: -8%; H: 0%
smiles: C/C=C/c1ccc(OCc2cc(=O)n3cc(C)ccc3n2)c(OC)c1
  A: -16%; B: -7%; C: 8%[10 µM]; D: 7%; E: -3%; F: ?; G: 12%; H: -9%
smiles: CC1(C)C/C(=C(/C#N)C(N)=O)CCO1
  A: 5%; B: 7%; C: -2%; D: 1%; E: 0%; F: 3%; G: 2%; H: -2%
smiles: O=C(c1ccc([N+](=O)[O-])cc1)N1CCN(Cc2ccccc2[N+](=O)[O-])CC1
  A: -7%; B: -9%; C: -10%[10 µM]; D: -1%; E: 2%; F: -11%; G: -4%; H: 16%
smiles: CCc1c(C(=O)NNC(=S)NCc2ccccc2)csc1C
  A: 1%; B: 8%; C: 21%[10 µM]; D: -2%; E: -2%; F: -3%; G: -4%; H: -6%
smiles: CC1=C(c2ccc(C(C)C)cc2)S(=O)(=O)NC1=NCc1ccccc1Br
  A: -10%; B: .; C: .; D: ?; E: .; F: 7%; G: .; H: 13%[76.3 µM]
smiles: Cc1ccc(-n2nc(C)c3c2OC(N)=C(C#N)C3c2ccncc2)cc1 (stereo unspecified)
  A: -27%; B: 7%; C: 2%[10 µM]; D: -7%; E: -13%; F: ?; G: 3%; H: -23%

# (listing goes on)
# Letter code – A = Tau fluor counter; B = GLA spleen mod; C = HTT ATP protect; D = Tau FP inhib; E = GAA inhib; F = Tau ThT inhib; G = GAA spleen mod; H = GAA glycogen mod
smiles: Cc1c(C(=O)NCCSc2ccc(Cl)cc2)cccc1[N+](=O)[O-]
  A: -22%; B: 1%; C: -7%[10 µM]; D: 6%; E: -5%; F: -7%; G: -5%; H: 10%
smiles: CC(C)Cc1nnc(NC(=O)CS(=O)(=O)Cc2ccccc2)s1
  A: -15%; B: 4%; C: 13%[10 µM]; D: -6%; E: -12%; F: ?; G: 2%; H: 5%
smiles: COc1cccc(C(=O)Cn2c(N3CCOCC3)nc3c2c(=O)n(C)c(=O)n3C)c1
  A: 4%; B: 12%; C: -14%; D: 2%; E: 1%; F: -6%; G: 2%; H: 6%
smiles: CCN(CC)CCOCCOc1cc(C)c(Cl)c(C)c1
  A: -5%; B: 3%; C: -11%; D: -5%; E: 2%; F: -1%; G: 4%; H: 3%
smiles: Cc1ccc(C(=O)N(Cc2cccnc2)Cc2cc3cc(C)ccc3n3nnnc23)cc1
  A: 5%; B: 14%; C: .; D: 6%; E: 2%; F: 8%; G: 0%; H: -3%
smiles: COc1ccc(CNC(=O)CN(c2cc(C)cc(C)c2)S(=O)(=O)c2c(C)[nH]c(=O)[nH]c2=O)cc1
  A: -1%; B: .; C: .; D: -2%; E: .; F: 0%; G: .; H: -4%&1%[76.3 µM]
smiles: COc1cc2c(C(=O)Nc3cc(OC)c(OC)c(OC)c3)cn(C)c(=O)c2cc1OC
  A: -10%; B: .; C: .; D: -6%; E: .; F: -7%; G: .; H: 13%[76.3 µM]
smiles: C=C1C(C(=O)Nc2ccc(OCC)cc2)C1C(=O)Nc1ccc(OCC)cc1 (stereo unspecified)
  A: 1%; B: 1%; C: -47%; D: -4%; E: -3%; F: -6%; G: -5%; H: -1%
smiles: O=S(=O)(c1ccccc1)N1CCN(C2CCN(Cc3ccccc3)CC2)CC1
  A: 5%; B: 1%; C: 0%; D: 0%; E: 0%; F: -4%; G: 0%; H: -11%
smiles: C=CCn1c(COc2ccccc2F)nnc1SCCN1C(=O)c2ccccc2C1=O
  A: -2%; B: -10%; C: 40%[10 µM]; D: 2%; E: -4%; F: -5%; G: -5%; H: 22%
smiles: CC(C)CN(CC(C)C)CC(O)COc1ccc([N+](=O)[O-])cc1 (stereo unspecified)
  A: 4%; B: 1%; C: -3%[10 µM]; D: 17%; E: ?; F: 3%; G: 0%; H: -9%
smiles: COc1cccc(CNC(=O)c2nnn(-c3ccc(OC(F)(F)F)cc3)c2N)c1
  A: -14%; B: -4%; C: -4%; D: -8%; E: -3%; F: -9%; G: -5%; H: -3%
smiles: COc1ccc(NC(=S)N(CCCN2CCC(C)CC2)Cc2cccs2)cc1
  A: -12%; B: -10%; C: -33%[inhibitor]; D: -8%; E: 4%; F: -6%; G: -6%; H: 1%
smiles: COc1ccc(-c2cn3nc(N4CCCC(C(=O)Nc5cc(Cl)ccc5OC)C4)sc3n2)cc1 (stereo unspecified)
  A: ?; B: .; C: .; D: 7%; E: .; F: ?; G: .; H: 0%[76.3 µM]
smiles: COc1cc2c(cc1OC)CN(Cc1cc(=O)n3cc(C)ccc3n1)CC2
  A: -10%; B: 10%; C: -2%; D: -6%; E: 10%; F: ?; G: -13%; H: ?

# (list continues)
# Letter code – A = Tau fluor counter; B = GLA spleen mod; C = HTT ATP protect; D = Tau FP inhib; E = GAA inhib; F = Tau ThT inhib; G = GAA spleen mod; H = GAA glycogen mod
smiles: CC(C)(C)OC(=O)NCc1n[nH]c(=S)n1C1CC1
  A: -9%; B: 4%; C: -5%[10 µM]; D: 0%; E: .; F: -8%; G: 4%; H: 2%
smiles: Cc1cccc(NC(=O)Cn2cnc3c(oc4nc5c(cc43)COC(C)(C)C5)c2=O)c1
  A: 3%; B: 3%; C: 25%[10 µM]; D: 4%; E: -3%; F: 10%; G: -3%; H: 6%
smiles: COCC(=O)Nc1ccc(C(C)C)cc1
  A: -3%; B: -2%; C: -21%; D: -1%; E: 1%; F: -10%; G: -2%; H: 7%
smiles: COCCn1c(C)cc(C2=NNC(=Nc3ccccc3)SC2)c1C
  A: -29%; B: -3%; C: -20%; D: -15%; E: -5%; F: ?; G: -3%; H: 3%
smiles: O=C(NCc1cccnc1)C(=O)NCC1OCCCN1S(=O)(=O)c1ccccc1 (stereo unspecified)
  A: 7%; B: 1%; C: 17%[10 µM]; D: -3%; E: -5%; F: 8%; G: -2%; H: -2%
smiles: CC(C)Sc1nnc([C@H](C)NC(=O)OC(C)(C)C)o1
  A: 1%; B: 3%; C: -10%[0.074 µM]; D: 0%; E: -8%; F: -10%; G: 1%; H: -2%
smiles: CN(CC(=O)NCCN1CCN(Cc2ccccc2)CC1)S(=O)(=O)c1cccc2nsnc12
  A: 4%; B: -5%; C: -10%; D: -2%; E: -15%; F: 4%; G: -6%; H: 7%
smiles: COc1cc2c(cc1NC(=O)CSc1ccccn1)oc1ccccc12
  A: -28%; B: 0%; C: -36%; D: -11%; E: -5%; F: -15%; G: -13%; H: 6%
smiles: Cc1ccccc1/C=N/Nc1ccc(Cl)nn1
  A: -3%; B: 10%; C: -5%; D: 4%; E: -2%; F: -6%; G: 5%; H: -14%
smiles: O=C(O)COCC(=O)Nc1ccc(-n2cnnn2)cc1
  A: 7%; B: 4%; C: -56%; D: 4%; E: 2%; F: 3%; G: -6%; H: -5%
smiles: COc1cc(NC(=O)/C=C/c2ccccc2[N+](=O)[O-])cc(OC)c1
  A: ?; B: 1%; C: 10%[10 µM]; D: -5%; E: -5%; F: ?; G: 0%; H: 14%
smiles: Cc1c(/C(O)=C2\C(=O)C(=O)N(CCCN(C)C)C2c2ccncc2)cnn1-c1ccccc1 (stereo unspecified)
  A: 1%; B: -19%; C: -4%[0.074 µM]; D: -6%; E: -3%; F: ?; G: -10%; H: -6%
smiles: Cc1cc(N2CCOCC2)c(F)cc1C(=O)c1ccccc1
  A: -6%; B: -3%; C: 9%; D: -2%; E: 0%; F: -3%; G: 3%; H: 1%
smiles: CCc1ccccc1NC(=O)CCN1C(=O)c2ccccc2C1=O
  A: -14%; B: -6%; C: -35%[10 µM]; D: -7%; E: -3%; F: -9%; G: -6%; H: -1%
smiles: C=CCn1c(SCc2c(C(=O)OC)sc(N)c2C(=O)OC)nnc1-c1ccc(Cl)cc1
  A: -18%; B: -2%; C: -30%; D: -1%; E: -3%; F: -16%; G: -9%; H: 8%

# Assay outcomes from PubChem BioAssay.
